Source: PubChem BioAssay (several laboratories)
SKKanGAS inh: S. pyogenes SKKanGAS growth inhibitors in kanamycin, primary screen, streptokinase expression inhibitor project, SKKanGAS strain, BacTiter-Glo luminescence; 6 h; inhibition, % at 7.5 µM; 300,000 tested, 1.3% active; AID 1662, 2009;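 active means mean replicate score, as percent of positive control median, at least 50; inconclusive means mean below 50 but one replicate at or above 50; inactive means mean and every replicate below 50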;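 further: strain carries kanamycin resistance gene driven by streptokinase promoter and grows in 40 µg/ml kanamycin; loss of luminescence reflects streptokinase promoter inhibition or plain growth inhibition; 0% = median of DMSO wells and 100% = positive control at its reference dose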
aSyn 5UTR inh: MLPCN primary screen, SNCA 5' untranslated region | alpha-synuclein 5'UTR reporter, inhibitor activity | inhibition, % (tested at 7.5 µM) | 300,000 tested, 0.82% active | AID 1813, 2009; in the data active means inhibition above about 60%; inconclusive means no clear call, values can overlap the other calls;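 further: H4 neuroglioblastoma cells stably carrying SNCA 5'UTR luciferase fusion; 0% = DMSO wells and 100% = positive control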
IEC-6 cytotox: cytotoxicity in IEC-6 intestinal epithelial cells, primary screen, cytotoxicity control for KLF5 inhibitor project, cell-based, luminescence; AID 1825, 2009; inhibition, % at 5 µM; 290,000 tested, 0.78% active; IEC-6 cytotoxicity, luminescence viability; in the data active means inhibition above about 22%;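 further: 0% = plate median of test compound wells and 100% = cytotoxic reference compound wells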
AI-2 QS modul: Vibrio harveyi AI-2 quorum sensing modulators, primary screen, JMH597 strain, luminescence/OD600 ratio. Vibrio harveyi JMH597 AI-2 luminescence/OD600 ratio, 9 h; active compounds read low; strain lacks LuxN and CqsS sensors; 0 = neutral-control median. activity change, % at 7.5 µM. 300,000 tested, 0.4% active; in the data active means activity change below about -75%, passing the limit was not always enough; inconclusive means no clear call, values can overlap the other calls;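 further: luminescence divided by OD600 gain over 9 h not by final OD600 alone; inactives centre near 13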
KLF5 inh: KLF5 expression inhibitors, primary screen, DLD-1 cells, luminescence. 290,000 tested, 0.23% active. inhibition, % at 5 µM. DLD-1 KLF5 promoter-luciferase reporter;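 active means inhibition above a per-plate limit of that plate's mean compound inhibition plus 3 SD, cut at about 60% in these data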;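 further: 0% = DMSO wells and 100% = LY294002 at 200 µM; higher means less KLF5 promoter-driven luciferase light; inactives centre near -14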
HIF activator: HIF pathway transcriptional activators, primary screen, cell-based, U2OS HRE-luciferase, luminescence | U2OS HRE-luciferase reporter; normalized: DMSO 0%, desferrioxamine 100% | AID 1910, 2009 | activation, % at 7.5 µM (by protocol) | 300,000 tested, 0.32% active;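 active means mean activation of at least 10% of the iron chelator positive control signal, with at least half of replicates also reaching 10%; inconclusive means mean and replicate majority disagree about reaching 10%; inactive means mean and most replicates under 10%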
HSP90 refold inh: HSP90 inhibitors, primary screen, cell lysate, luminescence; Rabbit reticulocyte lysate, luciferase refolding luminescence, 3 h; inhibition, % at 5.6 µM; 290,000 tested, 0.91% active; AID 1789, 2009;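 active means inhibition above the screen-wide mean plus 3 SD, computed separately per campaign, cut at about 16% in these data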;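 further: 0% = DMSO wells and 100% = 60 µM geldanamycin wells; inhibitors lower the luminescence because luciferase stays unfolded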
HSF1 inhib: HSF1 inhibitors in luciferase reporter cells, primary screen, cell-based, NIH3T3, luminescence; activity change, negative = inhibition, % at 7.5 µM (by protocol); NIH3T3-HGL HSE-luciferase, MG132-induced, luminescence 8 h; active compounds read low; 300,000 tested, 0.77% active;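 active means more than half of replicate wells show activity change below -50%, luminescence cut by over half; inconclusive means some wells, but at most half, below -50%; inactive means no replicate well below -50%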;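 further: luciferase reports HSF-1 transcriptional activity via heat shock element; 0% = median of DMSO wells and -100% = zero luminescence signal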
Platelet DG rel: inhibitors of platelet dense granule secretion, primary screen, cell-based, MLPCN, human platelets | human platelet-rich plasma, SFLLRN dense granule ATP release, luminescence | inhibition, %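 (compounds screened at 7.5 µM in platelet-rich plasma)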 | 300,000 tested, 0.22% active;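 active means mean replicate score, as percent of positive control, at or above 50; inconclusive means mean below 50 but at least one replicate at or above 50; inactive means mean and every replicate below 50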
HSF1 activator: HSF-1 activators, primary screen, NIH3T3-HGL cells, MG132 stress, luminescence, single point | NIH3T3-HGL HSF-1 luciferase reporter, 8 h; 100% = twice DMSO control signal | activation, % at 9 µM | 300,000 tested, 1.7% active;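 active means mean replicate activation of at least 50% with a set share of replicates each reaching 50%; inconclusive means only one of those two conditions met; inactive means mean below 50% and too few replicates reaching it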;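 further: 0% = median of the neutral control wells and 100% = twice that signal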
An asterisk follows results filed as active; u = inconclusive; x = no result given. Rows were taken by chance (roughly 6% active in at least one column).

SMILES	SKKanGAS inh	aSyn 5UTR inh	IEC-6 cytotox	AI-2 QS modul	KLF5 inh	HIF activator	HSP90 refold inh	HSF1 inhib	Platelet DG rel	HSF1 activator
O=C(O)COCC(=O)NCc1csc2ccccc12	-2	4	-4	18	-22	-0.3	9	-3	-1	-9
COc1cc(C)ccc1OCCOc1ccccc1Cl	-12	-208	-3	1	-37	3.1	0	21	-22	44
CCc1nc(NCc2ccccc2)c(C#N)c2c1CCCC2	-5	32	-19	7	2	-0.4	-2	9	-7	9
O=c1cnn(-c2ccc(Cl)cc2Cl)c(-c2ccccc2)c1	1	13	-1	32	-18	-1.1	-4	7	1	7
COC(=O)/C(C#N)=C/c1c(N2CCN(C)CC2)nc2ccccn2c1=O	-6	-4	-3	10	-21	0.1	-2	-2	-17	8
O=C1CCCC(=O)C1=Cc1c[nH]c2ccccc12	5	-8	0	14	-18	0.6	2	-6	-2	22
CC(Sc1nnc(-c2ccncc2)n1C)C(=O)Nc1nccs1 (configuration not stated)	3	9	-3	10	-10	0.0	-1	-17	-1	-27
O=S(=O)(c1ccc(F)cc1)N1CCN(Cc2ccccn2)CC1	2	6	-5	22	-8	0.0	0	0	2	13
N/C(CC1CC1(Cl)Cl)=N\OC(=O)c1ccccc1 (configuration not stated)	15	-18	4	-69	-17	0.6	-1	8	5	29
c1ccc(OCc2nnc(-c3ccccc3)o2)cc1	-2	-129	-8	-88*	-117	2.1	-8	5	-9	18
Cc1cc(C(=O)NCc2cccs2)c(C)o1	0	-15	0	17	-13	-0.1	-2	7	-1	-7
CCOc1cc(NC(=O)c2ccccc2[N+](=O)[O-])c(OCC)cc1NC(=O)CC(C)C	4	19	-2	32	-15	-0.4	2	0	-2	7
COc1ccc(N2CC(C(=O)N3CCN(c4ccccc4OC)CC3)CC2=O)cc1 (configuration not stated)	2	-3	5	19	22	0.5	-1	0	-1	-1
O=C(c1cc(-c2ccccc2Cl)nc2ccccc12)N1CCOCC1	8	-11	-3	-4	-14	0.4	-1	-2	1	8
Cc1cccc(NS(=O)(=O)c2cccc(C(=O)N3CCCC(C(F)(F)F)C3)c2)c1 (configuration not stated)	-14	3	x	19	x	0.2	x	2	14	-18
Cc1ccc(C(=O)N/C(=C\c2cn(C)c3ccccc23)C(=O)N2CCOCC2)cc1	8	10	1	8	-10	-0.3	-1	-4	18	8
CCCS(=O)(=O)N1CCCC(C(=O)NCC2CCCO2)C1 (configuration not stated)	6	-2	-3	11	1	0.3	2	-4	-1	-9
CCc1nnc(SCc2cn3c(C)cc(C)nc3n2)n1N	-4	13	-1	23	-15	-0.2	0	-3	-2	3
COC(=O)c1nc(-c2ccccc2)n[nH]1	-10	-17	4	3	-35	-0.2	5	-3	7	-2
COc1ccc(OC)c(S(=O)(=O)N2CCCC(C(=O)N3CCOCC3)C2)c1 (configuration not stated)	3	6	3	12	-12	-0.2	-8	0	8	3
COc1ccc(CCN(C(=O)c2ccccc2)C2=CC3CCC(C2)N3C)cc1OC (configuration not stated)	-3	5	6	10	-1	-0.2	2	-2	-8	5
Clc1cccc(Nc2c3c(nc4ncnn24)CCC3)c1	3	17	0	3	-11	0.2	0	5	-6	7
CC(C)(C)C(=O)NC1(C(F)(F)F)C(=O)Nc2c1c(=O)[nH]c(=O)n2Cc1ccco1 (configuration not stated)	3	17	-3	10	4	0.9	-1	-9	-6	-4
O=C(CSCc1ccccc1)N1CCN(S(=O)(=O)c2ccc(F)cc2)CC1	-5	5	-4	23	-16	-0.2	0	-3	-6	-7
C=CCn1c(SCC(=O)NC2(C#N)CCCCC2)nnc1-c1ccncc1	14	1	x	-7	x	0.3	x	-6	2	-2
Cc1ccc(-c2c(C(=O)N(C)Cc3ccccc3)oc(=O)c3ccccc23)cc1	1	8	6	26	3	-0.2	1	9	18	3
Cc1ccc(S(=O)(=O)c2cc3ccccc3oc2=O)cc1	4	-111	-9	56	-3	-0.5	3	7	5	7
O=C(CN1CCN(c2ccccn2)CC1)Nc1ccc2ccccc2c1	-4	x	-8	11	-30	x	-8	x	x	x
COCCN(C(=O)COC(=O)/C=C/c1cccs1)c1c(N)n(Cc2ccccc2)c(=O)[nH]c1=O	-6	3	x	14	x	-1.3	x	-2	0	3
COc1cc(C(c2c(O)nc(SC)[nH]c2=O)c2c(O)nc(SC)[nH]c2=O)cc(OC)c1OC	-4	-8	-4	11	-44	0.3	1	-7	2	3
O=C(N/N=C/c1ccc2c(c1)OCO2)c1cccnc1	2	-23	1	5	-29	-0.1	-2	7	-7	15
O=S(=O)(c1ccc(Cl)cc1)N1CCN(c2ccccn2)CC1	-6	-8	-9	7	-30	1.8	-2	4	-1	4
Cc1ccc(S(=O)(=O)N2CCN(C(=O)c3cccs3)CC2)c(C)c1	-14	-24	1	14	-10	0.0	1	-11	-6	4
CC(=O)N1N=C(c2ccncc2)OC12CCCC2	2	6	-1	51	-40	-0.1	-4	-5	u	-1
COc1ccccc1NC(=O)C1=C(C)Nc2nnnn2C1c1ccccn1 (configuration not stated)	-9	-4	-6	-9	-10	0.0	-2	-4	-22	-10
COc1ccc(OC)c(CNc2ccc3c(c2)nc(C)n3C)c1	-2	1	0	7	-15	-0.2	4	4	4	34
O=S(=O)(Nc1nc2ccccc2nc1NCc1ccco1)c1ccc(Cl)cc1	11	-10	-2	1	-25	0.0	2	3	-26	0
O=C(Nc1ccc(Cl)cn1)c1cccc(OCc2ccccc2)c1	0	-42	5	-26	-42	0.2	-2	8	3	23
CC(C)(C)Cc1nnc(NS(=O)(=O)c2ccc([N+](=O)[O-])cc2)s1	6	-11	1	x	-13	1.5	1	2	12	0
Cc1cccc(N2CCN(CC(O)COc3ccccc3Cl)CC2)c1 (configuration not stated)	9	-13	-1	4	-43	0.0	-3	-3	-4	-5
C=CCOc1ccc(C2C3=C(CCCC3=O)N(CC(=O)O)C3=C2C(=O)CCC3)cc1OCC	-8	-12	10	13	-28	-0.9	3	-3	1	4
COc1ccc(-n2nc(C(=O)NCC3CCCO3)c3ccccc3c2=O)cc1 (configuration not stated)	-10	-9	0	-5	-5	-0.1	-2	-2	-6	10
CCOC(=O)CN1N=C(/C=C/c2ccc(C(C)C)cc2)CCC1=O	-2	-32	-1	15	-40	1.5	0	18	1	38
O=c1c2c(-c3cccs3)csc2ncn1/N=C/c1ccccn1	2	5	x	26	x	0.2	x	0	-10	-4
Cc1ccc(C(=O)N/C(=C\c2ccco2)C(=O)NCCCN2CCOCC2)cc1C	-3	15	3	-2	10	0.0	-6	-9	14	7
O=C(CC(Cc1ccccc1)C(=O)O)Nc1cccc(C(F)(F)F)c1 (configuration not stated)	1	7	-8	8	-19	0.7	-4	-5	-6	-10
Cc1noc(C)c1S(=O)(=O)N1CCC(C(=O)NCCc2ccc(S(N)(=O)=O)cc2)CC1	6	4	-2	5	-12	-0.2	8	0	8	8
CCOC(=O)c1cc(NC(=O)CC(C)(C)CC(=O)O)ccc1N1CCCCC1	5	2	3	35	29	1.3	-1	-3	-19	2
COc1ccc(S(=O)(=O)N2CCCc3ccccc32)cc1[N+](=O)[O-]	9	52	59*	25	48	1.3	3	4	-3	38
CCCCCCCCCCCCN1[C@@H](CC(C)=O)c2cc(F)ccc2S1(=O)=O	17	-2	x	9	x	-0.3	x	-16	0	-14
Cc1cc(=O)[nH]c(SCC(=O)N2CCc3ccccc3C2)n1	-1	-1	-5	-26	-4	-0.7	0	-1	-1	-2
Nc1cc(C(=O)OCC(=O)N2CCCC2)ccc1Cl	5	-62	-12	24	-34	0.9	-3	5	8	15
COc1cc2c(cc1OC)-c1cc(Nc3ccc4c(c3)OCCO4)nc(=O)n1CC2	10	35	7	22	13	-1.2	13	-72*	51*	-75
CC1CCC/C(=N\NC(=O)COc2ccc(Cl)cc2Cl)C1 (configuration not stated)	-6	-21	-1	25	-26	1.4	1	5	-12	16
CN1CCN(c2ccc(NC(=O)C(C)(c3ccccc3)c3ccccc3)cc2)CC1	3	-27	-6	1	-60	-2.1	-1	-7	-5	-5
Cc1cc(C)n2nc(C(=O)N3CCN(Cc4ccc5c(c4)OCO5)CC3)nc2n1	-2	19	-5	23	-7	-0.1	-4	-7	-5	-8
CCC(CC)C(=O)Nc1c2c(nn1-c1ccc(OC)cc1)CS(=O)C2 (configuration not stated)	0	29	-1	15	-24	-1.1	0	0	2	-12
Cc1ncc([N+](=O)[O-])n1CCOC(=O)c1ccc(Br)cc1	-6	-5	6	-29	12	1.0	1	13	0	15
O=C(COc1ccc(Br)cc1CNC1CCCC1)Nc1ccccc1	-16	-8	9	17	-60	0.0	0	0	9	-2
COCCN(C(=O)COC(=O)/C(=C/c1ccccc1)NC(C)=O)c1c(N)n(Cc2ccccc2)c(=O)[nH]c1=O	-1	-16	1	22	-21	-0.2	-5	-3	2	21

Further compounds
SMILES	SKKanGAS inh	aSyn 5UTR inh	IEC-6 cytotox	AI-2 QS modul	KLF5 inh	HIF activator	HSP90 refold inh	HSF1 inhib	Platelet DG rel	HSF1 activator
COc1ccc(C)cc1S(=O)(=O)Nc1cc2c3c(c1)CCN3C(=O)CC2	-2	-11	x	13	x	1.2	x	1	x	-6
O=C(Nc1ccccc1-c1nnn(CC(=O)N2CCOCC2)n1)c1ccc(F)cc1	-4	-4	-2	8	-35	0.4	-5	-19	-5	-30
O=C(NCCc1ccco1)C(=O)NCC1CCCN1S(=O)(=O)c1ccccc1 (configuration not stated)	-6	-60	x	3	x	3.1	x	-3	9	-7
O=C(OC(C(=O)NCc1ccc2c(c1)OCO2)c1ccncc1)c1ccc(Cl)nc1 (configuration not stated)	-3	-5	6	12	4	-0.4	3	-10	5	0
O=C(NCc1cccs1)c1ccc2c(c1)OCCO2	5	-70	-5	-12	-66	1.4	-1	10	6	22
O=C(C1=C(O)C(=O)N(c2ccccc2)C1c1ccc([N+](=O)[O-])cc1)c1cccs1 (configuration not stated)	59*	-16	-5	1	-16	0.2	-3	3	-1	6
CC(C)n1cnc2c(N(C)c3ccccc3)nc(N(CCN(C)C)Cc3ccccc3)nc21	9	-9	x	23	x	-1.5	x	-2	7	-3
